Bioassay records from PubChem BioAssay.
VIM-2 inhibitor: blocks Pseudomonas aeruginosa VIM-2 metallo-beta-lactamase | purified VIM-2, nitrocefin hydrolysis, epi-absorbance fluorescence | inhibition, % at 5.6 µM | 290,000 tested, 0.89% active | AID 1527;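 active = inhibition above the mean of all tested compounds plus 3 SD, cutoff set per screening run, cut at about 7.5% in these data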;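 note: red hydrolysis product quenches plate fluorescence so inhibitors raise well fluorescence; 0% = enzyme with DMSO and 100% = DMSO without enzyme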
UBC9 SUMO inh: inhibitors of human SUMOylation (UBC9); AID 2006; 290,000 tested, 0.36% active; HTRF SUMOylation assay, SAE1/SAE2 + UBC9, in vitro; P63279; inhibition, % at 35 µM; in the data active = inhibition above about 50%, passing the limit was not always enough; note: strong numbers were not always called active
Target sequence (P63279 whole entry, looked up): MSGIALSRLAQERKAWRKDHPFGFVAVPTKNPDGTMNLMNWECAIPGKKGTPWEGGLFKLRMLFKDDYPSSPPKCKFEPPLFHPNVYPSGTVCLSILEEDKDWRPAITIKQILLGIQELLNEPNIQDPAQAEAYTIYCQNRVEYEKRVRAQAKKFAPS
MEKK2mut PB1 HTS: signal of MEK5 binding to mutant human MEKK2 PB1 domain; bead flow cytometry, Alexa488-MEK5 binding to MEKK2 mutant; percent response, % at 10 µM; 290,000 tested, 0.35% active; in the data active = percent response above about 24%, passing the limit was not always enough; note: inactives centre near 1; some results filed as inactive read as strong as hits
M18AAP inhibitor: blocks P. falciparum M18 aspartyl aminopeptidase. recombinant PfM18AAP, H-Glu-NHMec fluorogenic cleavage. inhibition, % at 7.35 µM. 290,000 tested, 1.2% active;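 active = inhibition above the campaign mean inhibition over all tested compounds plus 3 SD, cut at about 28% in these data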;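 note: 0% = plate median of test compound wells and 100% = 2 mM ZnCl2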
NALP1 yeast inh: inhibitors of NALP1 inflammasome in yeast. S. cerevisiae NALP1/ASC/caspase-1 growth, X-gal OD620, 72 h. inhibition, % at 10 µM. 280,000 tested, 0.61% active; in the data active = inhibition mostly above about 24%, no sharp cut-off; inactive = mostly below about 32%; note: some compounds called inactive have numbers as strong as hits
IMP-1 inh: inhibitors of Pseudomonas aeruginosa IMP-1 metallo-beta-lactamase; purified IMP-1, nitrocefin hydrolysis, epi-absorbance fluorescence; inhibition, % at 5.6 µM; 290,000 tested, 0.45% active;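 active = inhibition above the mean plus 3 SD of all compounds in the same screening run, cut at about 4.5% in these data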;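 note: 0% = IMP-1 with DMSO and 100% = DMSO wells lacking enzyme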
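assay system = purified recombinant IMP-1 metallo-beta-lactamase enzyme | schedule = 15 min preincubation plus 25 min reaction at 25 °C | signal = Epi-absorbance fluorescence, 480 nm excitation, 530 nm emission | read-out basis = percent inhibition from optical density relative to buffer-blank wells | controls = IMP-1 with DMSO as 0%, enzyme-free DMSO as 100%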
HCV NS3 hel inh: blocks Hepatitis C virus NS3 helicase unwinding; AID 1800; 290,000 tested, 0.56% active; NS3 helicase DNA unwinding, Cy5 molecular beacon fluorescence; inhibition, % at 10.9 µM;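 active = inhibition above the mean of all tested compounds plus 3 SD, set per campaign, cut at about 35% in these data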;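 note: 0% = DMSO wells and 100% = thioflavine S control wells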
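test system = hepatitis C virus NS3 helicase domain fragment enzyme | reagent = annealed dual-labelled DNA beacon duplex, ATP-started | times = 1 h at 25 °C | detection = Cy5 fluorescence, 0 and 60 min reads | read-out basis = percent inhibition from t60/t0 fluorescence ratio | control set = DMSO and thioflavine S | replication = one well per compound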
DNA FID counter: counter-screen for HCV NS3 helicase inhibitors: DNA intercalator displacement; inhibition, % at 7.9 µM; AID 1845; 290,000 tested, 0.17% active; DNA fluorescent intercalator displacement, fluorescence; in the data active = inhibition above about 37%;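 note: 0% = vehicle and 100% = reference compound; higher means more ethidium bromide displaced from hairpin DNA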
MEKK2wt PB1 HTS: raises or lowers MEK5 binding to wildtype human MEKK2 PB1 domain | bead flow cytometry, Alexa488-MEK5 binding to MEKK2 WT; actives lie on both sides | binding response (% of control), % at 10 µM | 290,000 tested, 1.1% active | AID 1531; in the data active = binding response below about 67% or above about 130%
* hit, by the source's call; . = no result given.

Structure	IMP-1 inh	DNA FID counter	NALP1 yeast inh	MEKK2mut PB1 HTS	VIM-2 inhibitor	M18AAP inhibitor	UBC9 SUMO inh	MEKK2wt PB1 HTS	HCV NS3 hel inh
CCn1c(O)c(N=Nc2ccc(Cl)c(C(=O)O)c2)c2ccccc21	-1.7	-27	.	4	0.5	-14	10	114	3
COc1cccc(C(=O)Oc2ccc(/C=N/Nc3ccc(C(=O)O)cc3)cc2OC)c1	-0.3	-18	-18	-1	-0.4	10	12	103	14
COCc1cc(C)nc2sc(C(=O)Nc3nccs3)c(N)c12	-3.7	-6	-6	3	1.9	8	27	107	-2
COc1ccc(C2=NNC(c3cccnc3)=Nc3ccc(OC)cc32)cc1	-2.8	-10	4	0	-2.1	5	-8	98	-25
Nn1c(C2CCCCC2)nc2ccccc2c1=O	-1.1	-6	.	8	-3.0	5	11	111	21
COc1ccccc1N1CCN(C(=O)c2sc3nc(-c4ccccc4)cn3c2C)CC1	-1.9	-33	39	-1	-0.8	0	1	91	-20
CCNS(=O)(=O)c1ccc2nc(NC(=O)/C=C/c3cc(OC)c(OC)c(OC)c3)sc2c1	-1.3	-8	33	-4	-1.8	-6	16	95	-2
O=C(CCc1ccccc1)Nc1nc2nc(-c3ccccc3)cc(=O)n2[nH]1	-15	-28	1	1	-0.7	6	-1	104	24
Cc1ccc(C(=O)NNC(=O)C(C)Sc2nc(N)cc(N)n2)cc1 (centres undefined)	0.5	3	20	-10	1.6	16	6	97	5
CC(=O)OC(C(=O)N1CCOCC1)c1c(F)cccc1F (centres undefined)	-4.1	2	5	9	-0.6	-11	-3	106	-7
CC1CCCCN1CC(=O)NC(c1ccccc1)c1ccccc1 (centres undefined)	-2.0	11	22	-6	-5.7	5	3	86	-3
O=C1c2ccccc2C(=O)N1CC1c2ccccc2CCN1C(=O)N1CCOCC1 (centres undefined)	-2.0	-7	3	3	-0.4	2	5	103	-7
O=C(NCCN1C(=O)C2C3C=CC(C3)C2C1=O)Nc1ccccc1 (centres undefined)	0.1	2	18	-2	0.8	3	12	97	-1
CCCSc1nc2ccccc2n1CC(=O)O	-2.0	0	-12	13	-2.8	-3	18	102	-19
O=C(NCC1CCCO1)c1ccc2c(c1)N(Cc1ccc(F)cc1)CCS2 (centres undefined)	-1.4	-37	14	-4	-0.2	3	12	99	-21
C/C(=N/NS(=O)(=O)c1ccc(C)cc1)c1ccc2c(c1)OCO2	-3.2	-15	4	2	-2.2	3	-12	103	-5
Cc1cc(C(=O)COC(=O)c2ccc3c(c2)OCO3)c(C)n1CC1CCCO1 (centres undefined)	-2.7	-23	17	-10	-4.1	5	12	92	-6
O=C1N=C(N2CCOCC2)S/C1=C\c1ccc(-c2ccccc2Cl)o1	-1.8	-6	10	13	-1.2	3	16	100	-1
CN(C)S(=O)(=O)c1cccc(C(=O)Nc2cc(Cl)cc(Cl)c2)c1	-2.6	0	-2	-4	-3.2	1	4	102	-6
Fc1ccc2nc(Nc3nc4cc5c(cc4s3)OCCO5)sc2c1	-4.5	-2	14	-1	-3.3	3	-175	103	-23
Cc1ccc(-c2nnc3sc(C4COc5ccccc5O4)nn23)cc1 (centres undefined)	-0.8	-6	15	2	0.2	-4	8	98	-2
CC1CCC(=O)N(CCSc2ccccc2)CC1 (centres undefined)	-1.8	-18	8	-1	0.6	-2	13	105	14
CC(=O)c1ccc(COC(=O)c2cc3ccccc3oc2=O)cc1	-2.4	-16	13	3	-1.5	5	1	107	-2
COC(=O)c1c(C)[nH]c(C(=O)OCC(=O)N2c3ccccc3NC(=O)C2(C)C)c1C	-5.0	-29	26	0	-2.1	2	2	97	9
COc1ccc(NC(=O)C2=C(C)NC(=O)NC2c2cccc(OC)c2OC)c(OC)c1 (centres undefined)	-4.1	-10	-10	-8	-2.1	0	12	80	4
O=C(N=C1SC2CS(=O)(=O)CC2N1c1cccc(Cl)c1Cl)C1CCCO1 (centres undefined)	-0.6	-14	16	0	-0.9	-14	11	100	8
COc1cc(S(=O)(=O)N2CC(=O)Nc3ccccc32)ccc1NC(C)=O	-5.4	-2	5	5	-2.9	9	-4	100	-3
CCOc1ccc(CC(=O)N/N=C(\C)c2cccnc2)cc1OCC	-3.0	-33	6	2	-0.1	-1	10	105	2
NNC(=O)c1ccc(N2CCCCCC2)c([N+](=O)[O-])c1	-3.9	3	9	-9	-6.2	-4	9	85	2
Cc1ccc(Nc2nc(NCc3ccco3)c3ccccc3n2)cc1	1.1	20	-4	77*	-0.2	-4	-5	191*	-62

Three entries out of the list above, sorted by the number in IMP-1 inh, smallest number first:
molecule | IMP-1 inh
Fc1ccc2nc(Nc3nc4cc5c(cc4s3)OCCO5)sc2c1 | -4.5
COc1ccc(NC(=O)C2=C(C)NC(=O)NC2c2cccc(OC)c2OC)c(OC)c1 (centres undefined) | -4.1
CCOc1ccc(CC(=O)N/N=C(\C)c2cccnc2)cc1OCC | -3.0

Further structures
Structure	IMP-1 inh	DNA FID counter	NALP1 yeast inh	MEKK2mut PB1 HTS	VIM-2 inhibitor	M18AAP inhibitor	UBC9 SUMO inh	MEKK2wt PB1 HTS	HCV NS3 hel inh
CCOC(=O)C1CCN(C(=O)CN2C(=O)COc3ccc(C(C)(C)C)cc32)CC1	-2.7	-44	5	1	-2.2	-1	-11	100	0
CCCCn1cnc2cc(NCc3ccncc3)ccc21	-0.6	-4	30	2	0.2	9	20	99	-5
CCOC(=O)NC(=O)C(/C=N/c1sccc1C(=O)OC)=C(\C)O	8.6*	-5	10	2	7.8*	13	15	103	-10
Cc1cc(C)c2nc(C(F)(F)F)nc(NCCCN3CCCC3=O)c2c1	-2.8	-6	6	0	-1.2	-3	-5	104	-2
O=C(N/N=C/c1ccc(N2CCOCC2)o1)c1cccc(C(F)(F)F)c1	-7.2	-20	-12	-9	-4.5	10	-35	78	14
COc1cccc(-c2nnc(SC(C(=O)c3c[nH]c4ccccc34)c3ccccc3)n2C)c1 (centres undefined)	-2.7	-9	24	-1	-2.0	-4	-7	108	-4
CC(=O)c1ccc(N2CCN(C(=O)COc3ccccc3F)CC2)c(F)c1	-1.0	-10	-2	3	-0.8	-7	4	95	-1
COc1ccccc1N1CCN(C(=O)C2CCN(C(=O)c3ccccc3C)CC2)CC1	-1.9	-45	-11	6	-3.7	-5	-1	106	2
Cc1ccc(C)n1NC(=O)c1ccccc1O	-1.1	-10	6	3	-5.1	5	20	102	30
COc1ccc(CN2CCN(C(=O)c3ccco3)CC2)cc1OC	-1.7	-3	10	2	-2.1	3	14	99	-4
Cc1ccc(-n2c(-c3ccncc3)nnc2-c2cccs2)cc1	-3.9	-23	.	-4	-2.5	-15	.	100	15
C=C(C)CSc1nc(C)c(Cc2ccccc2)c(=O)[nH]1	-4.4	-20	7	-6	-3.1	-5	-8	90	1
O=C(NCCCSc1ccccc1)c1cc(Cl)ccc1O	-2.1	-14	2	1	-0.3	1	-12	102	7
Cc1cc(NS(=O)(=O)c2ccc(NC(=O)CSc3nnc(-c4ccco4)n3Cc3ccco3)cc2)nc(C)n1	-0.6	-19	24	-2	-0.1	-4	27	97	-10
O=[N+]([O-])c1cccc(S(=O)(=O)c2cccc([N+](=O)[O-])c2)c1	-0.2	1	-10	2	-0.2	-7	-1	96	-1
CC(=O)Nc1ccccc1OC(C)C(=O)NC(C)c1ccc(F)cc1 (centres undefined)	-1.8	0	.	-2	0.3	1	10	92	-6
CNc1nc(-c2ccc3c(c2)CCN3C(=O)c2ccc(F)cc2)cs1	-0.4	-11	10	-13	-1.7	1	1	89	-9
O=C(CC1C(=O)NCCN1C1CCCC1)NCc1cccc(OC(F)(F)F)c1 (centres undefined)	-3.1	-32	-1	4	-1.3	3	-5	105	-1
CCOC(=O)Cc1nnc(NC(=O)CSc2nncn2C)s1	-4.3	-2	7	.	-2.9	15	4	.	11
COCCN(CCOC)C(=O)CN1C(=O)NC(Cc2c[nH]c3ccccc23)C1=O (centres undefined)	-5.0	-9	22	-2	-2.3	-1	21	93	2
Cc1ccc(S(=O)(=O)Nn2c(O)c(C=C3N=c4ccccc4=N3)sc2=S)cc1	-3.0	-2	-7	-3	-3.9	15	8	83	-29
Cc1cc(C)c(S(=O)(=O)N2CCCC(C(=O)NCCC3=CCCCC3)C2)c(C)c1 (centres undefined)	-0.1	-3	11	4	-2.1	-1	-9	106	3
CCS(=O)(=O)NCCCc1ccccc1	-0.1	-6	3	1	3.7	12	-4	98	1
Cc1cc(/C=C2/C(=O)N(C)C(=S)N2C)ccc1N1CCCC1	0.9	3	10	-8	3.0	4	14	87	-3
COc1ccccc1C1CC(c2cccc(NS(C)(=O)=O)c2)=NN1S(=O)(=O)c1ccccc1 (centres undefined)	-3.3	-30	18	-14	-1.6	1	7	91	-9
Nc1nc(NCc2ccc(Cl)cc2)nc(NCCO)c1[N+](=O)[O-]	-2.3	-5	-27	-13	-0.8	-1	-8	99	-8
COC(=O)c1ccc(CSc2nc(N)cc(N)n2)cc1	-2.1	-5	.	3	-1.6	-2	-4	102	-9
CCn1c(N)c(Br)c(=O)[nH]c1=O	-4.9	-2	22	6	-0.9	2	5	106	-9
O=C(C1CC1)N1N=C(c2ccccc2)CC1(O)C(F)(F)F (centres undefined)	-1.1	-12	-5	6	0.9	-10	21	105	2
O=c1oc2ccccc2c2[nH]ccc12	-2.2	-2	5	3	-2.4	0	16	103	-4

Rows are unselected (roughly 4.7% active in at least one column).
